PMI act hi M6P: PMI (human) activation, high substrate; coupled PMI enzyme assay, resazurin fluorescence, 20 min; active compounds read high; 1 = untreated enzyme, 0 = substrate-free blank; activation factor at 20 µM; AID 1216; P34949; 190,000 compounds, 0.34% hits;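 active = activation factor of 2 or more at 20 µM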
Target sequence (P34949 whole entry, looked up): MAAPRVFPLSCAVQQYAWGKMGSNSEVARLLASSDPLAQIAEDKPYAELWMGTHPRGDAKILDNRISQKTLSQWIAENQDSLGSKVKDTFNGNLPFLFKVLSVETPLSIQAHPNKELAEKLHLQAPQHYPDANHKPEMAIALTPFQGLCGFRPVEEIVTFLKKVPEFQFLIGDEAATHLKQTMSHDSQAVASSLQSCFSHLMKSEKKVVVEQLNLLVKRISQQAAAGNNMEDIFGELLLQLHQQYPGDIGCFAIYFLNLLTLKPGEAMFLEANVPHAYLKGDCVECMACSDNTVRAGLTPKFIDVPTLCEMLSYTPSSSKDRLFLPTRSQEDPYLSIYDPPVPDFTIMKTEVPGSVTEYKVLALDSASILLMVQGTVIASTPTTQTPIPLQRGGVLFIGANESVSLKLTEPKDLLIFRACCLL
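test system = human PMI in coupled enzyme assay | medium = HEPES-buffered pH 7.4 with magnesium and detergent | also added = 1.0 mM mannose-6-phosphate substrate with 0.22 mM NADP+ | compound = 20 µM single dose | times = 20 min incubation at room temperature | measured by = resorufin fluorescence (Ex 544/Em 590 nm) from resazurin via diaphorase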
RAM inhibit: yeast RAM network inhibition; S. cerevisiae dse1pr::URA3 reporter, 5-FOA growth OD615, 2 d; analog-sensitive cbk1-as2 kinase mutant strain; inhibition, % at 50 µM; 190,000 compounds, 1.8% hits; AID 868;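 active = inhibition above a set limit, 3 SD over mean compound inhibition, cut at about 8.4% in these data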;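 also: 0% = DMSO-only wells with no growth and 100% = 10 µM 1-NA-PP1 full growth; inhibition rescues growth on 5-FOA so higher OD means more RAM inhibition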
Lmaj promast: inhibitors of Leishmania major promastigote growth | Leishmania major promastigotes, resazurin fluorescence viability | inhibition, % at 10 µM | 200,000 compounds, 9% hits | AID 1063; in the data active = inhibition above about 50%;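 also: promastigotes grown with compound for 44 hours at 28 °C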
Hsp70 activator: transcriptional activators of Hsp70; 200,000 compounds, 0.04% hits; activation, % at 10 µM; AID 1203; HeLa Hsp70 promoter luciferase reporter, luminescence; scaled: vehicle 0, proteasome-inhibitor control 100%;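 active = activation above the mean across all tested compounds plus 3 SD, cutoff set per campaign, cut at about 5.5% in these data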;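 also: 100% = MG132 at 30 µM as the positive control and 0% = DMSO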
HMGR II inh: E. faecalis class II HMG-CoA reductase inhibition; purified E. faecalis HMGR, NADPH absorbance 340 nm kinetic; inhibition, % at 10 µM; 190,000 compounds, 0.41% hits; AID 1066;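 active = inhibition above a set limit, the median over all tested compounds plus 3 SD, cut at about 9.5% in these data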;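 also: enzyme runs in reverse so mevalonate oxidation gives rising NADPH absorbance; 0% = complete reaction with DMSO and 100% = background rate lacking mevalonate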
TNAP inh no acc: inhibitors of human TNAP without phosphate acceptor; purified TNAP, CDP-star luminescence, 30 min; AID 1012; 200,000 compounds, 0.26% hits; inhibition, % at 20 µM; P05186;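 active = tissue-nonspecific alkaline phosphatase inhibition above about 50% at 20 µM in the single-dose screen, limit read from the data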;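 also: 0% = DMSO negative control and 100% = EDTA positive control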
TNAP inh hi DEA: blocks human TNAP under high phosphate acceptor concentration | purified TNAP, CDP-star luminescence, 1 M DEA | inhibition, % at 20 µM | 200,000 compounds, 0.03% hits | AID 1135;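 active = over 50% inhibition of tissue-nonspecific alkaline phosphatase at 20 µM in the single-dose screen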;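 also: plate controls were DMSO wells for no effect and EDTA-quenched wells as full inhibition for full effect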
PMI activator: phosphomannose isomerase (human) activation | P34949 | purified human PMI, coupled resazurin fluorescence, 20 min; active compounds read high; 1 = vehicle control, 0 substrate-free wells | 190,000 compounds, 0.005% hits | activation factor at 20 µM;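 active = activation factor of 2 or more at 20 µM, relative to plate controls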
S1P3 antagonist: blocks the human S1P3 receptor; Q99500; CHO S1P3 NFAT-BLA reporter, FRET fluorescence, antagonist mode; inhibition, % at 4.98 µM; 170,000 compounds, 0.27% hits; AID 485;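 active = inhibition above the plate cutoff, the mean inhibition of test wells on that plate plus 3 SD, cut at about 28% in these data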;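 also: cells challenged with S1P at its EC80 of 0.8 µM; blue over green emission ratio from cleaved BLA substrate after 4 h stimulation; 0% = S1P-stimulated wells and 100% = unstimulated DMSO-only wells; some compounds past the cut are filed as inactive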
Target sequence (Q99500 whole entry, looked up): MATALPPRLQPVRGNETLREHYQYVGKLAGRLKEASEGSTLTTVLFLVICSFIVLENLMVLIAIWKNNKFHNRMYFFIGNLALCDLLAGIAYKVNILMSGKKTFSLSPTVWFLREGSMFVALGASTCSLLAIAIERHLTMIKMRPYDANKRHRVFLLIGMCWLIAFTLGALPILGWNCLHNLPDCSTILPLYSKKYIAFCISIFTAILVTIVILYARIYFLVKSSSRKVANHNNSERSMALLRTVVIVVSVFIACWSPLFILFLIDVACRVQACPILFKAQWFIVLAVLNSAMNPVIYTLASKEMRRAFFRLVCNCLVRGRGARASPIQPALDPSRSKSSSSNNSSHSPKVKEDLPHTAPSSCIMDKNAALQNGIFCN
Redox H2O2 prof: compounds producing H2O2 with reducing agent – biochemical, NIH compound library profiling, artefact control for MLSCN library redox annotation, primary screen | DTT-dependent redox cycling H2O2, phenol red/HRP absorbance; 100% = 100 µM peroxide control, 0% = buffer | activation, % at 10 µM | 200,000 compounds, 0.03% hits | AID 878;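 active = activation of at least 50% relative to the plate's high and low controls in the primary single-dose screen; inactive = activation below 50%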;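 also: compound incubated with DTT at 0.8 mM final as the reducing agent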
Starred values were filed as active, the others as inactive; / = not tested or not shown. Rows are unselected; any-hit rate near 12%.

SMILES	PMI act hi M6P	RAM inhibit	Lmaj promast	Hsp70 activator	HMGR II inh	TNAP inh no acc	TNAP inh hi DEA	PMI activator	S1P3 antagonist	Redox H2O2 prof
Cc1cc(NC(=O)CSc2nnc(-c3ccc4c(c3)OCCO4)o2)no1	0.9	2.9	-5	-0.1	0	-12	-10	1.1	-12	0.4
Cc1nc(NC(C)(C)CO)c([N+](=O)[O-])cc1[N+](=O)[O-]	1	0.9	6	-0.1	2	-2	2	1	14	-0.4
CCOc1ccc(Br)cc1S(=O)(=O)Nc1ccc(C(=O)Nc2ccc(C)cc2)cc1	1	5.1	4	-0.2	0	4	1	1.1	-7	0.0
COC(=O)NC1CSCC1OC(=O)c1ccc(Br)cc1 (centres undefined)	0.8	1.2	-4	-0.3	5	-3	0	1	-31	-3.1
O=C1CSC(=S)N1Cc1cccnc1	1	2.3	100*	-0.2	-6	-122	-2	0.9	-11	-1.7
CC1(c2ccccc2)NC(=O)N(CCN2C(=O)c3ccccc3C2=O)C1=O (centres undefined)	1	4.0	-8	0.2	-3	-18	-5	1	-9	0.1
Cc1cc(NC(=O)Cn2ccsc2=N)c([N+](=O)[O-])cc1C	1	1.5	-3	-0.5	7	6	-3	1	-5	1.4
Cc1ccc(C(=O)CSc2n[nH]c(C)n2)cc1	1	2.8	-2	0.2	0	-4	-5	0.5	-6	1.6
N#Cc1nc(Cc2ccccc2)oc1N1CCCC1	1	0.8	4	0.6	-2	-12	-4	1.1	-29	-0.5
O=C(Nc1cccnc1)c1cc(F)c(F)cc1Cl	1	-0.9	-5	-0.1	1	-18	-7	1.1	-4	-0.2
CN1CCCN(C(=O)CC(c2ccccc2)c2ccccc2)CC1	1	0.6	6	0.0	2	-14	-2	1	-23	-0.5
O=C(Cn1cc(C(=O)C(F)(F)F)c2ccccc21)N1CCOCC1	0.9	1.5	-4	-0.5	14*	-7	0	1	0	-0.1
O=C(NCc1cccs1)c1cc(S(=O)(=O)N2CCCCC2)ccc1Cl	1.1	4.9	3	-0.3	-1	-1	-6	1	/	0.0
COc1cc(C(=O)NCC(c2cccnc2)N2CCN(c3ccc(F)cc3)CC2)cc(OC)c1OC (centres undefined)	1	0.6	78*	-0.2	-2	-4	-1	1.1	-4	-1.4
CCc1ccccc1NS(=O)(=O)c1ccc(SC)cc1	0.8	2.9	12	-0.8	-1	-6	0	0.8	11	-0.1
COc1ccc(Cl)cc1C(=O)NCC(c1ccco1)N1CCCC1 (centres undefined)	0.9	0.4	3	-0.3	-2	-6	-2	1	/	0.8
CCC(c1nnnn1Cc1ccco1)N(CCN1CCOCC1)Cc1cc2cc(C)ccc2[nH]c1=O (centres undefined)	1	1.1	-6	-0.2	-1	-16	-8	1.1	18	-1.0
Brc1ccc(-c2nnc(-c3ccccc3)c(N3CCSCC3)n2)cc1	0.9	2.7	11	-0.2	-4	-6	-2	1	/	-3.7
Nc1ccccc1C(=O)N/N=C1\C2CN3CCN(C2)CC1(c1ccccc1)C3	1	1.9	22	-0.1	-7	-14	-2	1	-6	-0.7
CCCOc1cccc(C(=O)Nc2nnn(CCC)n2)c1	0.9	0.1	2	0.2	-10	-4	-2	1	-1	0.4
Cc1ccc(NC(=O)c2c([N+](=O)[O-])c(C(C)(C)C)nn2C)cc1	1	7.5	8	-0.4	-3	-4	0	1	-15	-0.9
COc1ccc(/C=C/C(=O)c2ccc(NC(=O)c3cccs3)cc2)cc1OC	0.8	2.5	98*	-0.1	-1	1	-1	0.8	/	1.0
CCOc1ccc(OCc2ccc(C(=O)N3CCCC3)o2)cc1	0.8	0.9	-8	-0.1	0	-23	-5	0.8	10	0.1
COc1ccc(CN2C(=O)[C@@H]3C(c4ccc(F)cc4)=NO[C@@H]3C2=O)cc1	0.9	0.1	-2	-0.4	-2	-12	-3	0.9	-55	2.2
O=C1C(=O)N(C2CCCC2)C(=O)N1Cc1c(F)cccc1Cl	0.9	3.5	1	-0.2	-4	2	-1	1.1	17	-0.6
OCC1(Cc2ccc(Cl)cc2)CCN(Cc2ccccc2F)CC1	1	2.2	57*	-0.3	0	-4	-5	0.9	-9	-1.0
COc1ccc(-c2nc(C)ncc2-c2csc(C)n2)c(O)c1	1.2	1.2	7	0.1	-1	-7	-2	1.3	/	0.1
Cc1cccc(-n2c(Cn3nc(C)c([N+](=O)[O-])c3C)n[nH]c2=S)c1	1	1.6	-5	-0.3	0	-2	-4	1	/	2.7
CCC(c1nnnn1CCOC)N(Cc1cc2c(C)cc(C)cc2[nH]c1=O)CC1CCCO1 (centres undefined)	1	0.0	-2	-0.2	-1	-12	-4	1	/	-3.8
Cc1ccc(/C=N/NC(=O)Nc2ccccc2)o1	1	2.3	13	0.0	-1	-2	3	0.8	-5	0.2
COc1cccc(CNC(=O)CCC2CCCN(c3cc(C)nc(N)n3)C2)c1 (centres undefined)	1	1.5	4	0.0	-4	-3	0	1	-24	-1.2
CC1(C)OC(=O)N(CC(=O)Nc2cccc(C(F)(F)F)c2)C1(C)O (centres undefined)	1	0.6	1	-0.2	-4	-11	-1	1	8	-0.3
CCOc1ccc(NC(C)C(=O)N/N=C/c2ccc([N+](=O)[O-])cc2)cc1 (centres undefined)	0.9	2.9	-5	-0.1	-7	-8	-3	1	0	-0.5
Cn1cc(CN(Cc2ccccn2)C[C@@H]2CCC(=O)N2)c(-c2ccccc2F)n1	0.9	1.3	-2	-0.5	0	-3	-2	1	-4	-0.6
Cc1ccc(-n2c(CNC(=O)c3cccs3)nnc2SCC(=O)NO)cc1	1	0.4	1	0.1	-9	-35	-5	1	-1	-2.0
CC1(C)CC(=O)C2=C(C1)N(c1ccc(Cl)cc1)C(=O)C2(O)C(F)(F)F (centres undefined)	1	0.3	-7	-0.3	-4	-10	-5	1.1	-5	-0.3
CS(=O)(=O)c1ccc(Cl)c(NC(=O)COC(=O)c2cccc(C#N)c2)c1	1.1	2.5	-4	0.5	7	-7	-2	1.1	-15	0.3
COc1ccc(OCCCC(=O)NCCc2ccc(OC)c(OC)c2)cc1	1	-0.1	-4	-0.4	-4	-12	-2	1	-1	-0.2
Cc1cc(=O)[nH]c(SCc2csc(-c3ccccc3)n2)n1	1	2.2	35	-0.5	2	-9	2	1.1	0	0.0
Cc1cc(C)cc(C(=O)NC2C(=O)N3C(C(=O)O)=C(CSc4nnc(C)s4)CSC23)c1 (centres undefined)	0.8	1.4	0	-0.1	-1	-9	0	0.8	-2	-0.9
COc1cc(SC)ccc1C(=O)NCCOc1ccc(C)c(C)c1	1	1.8	5	0.1	1	-9	-2	0.9	-8	-0.1
Cc1ccc(-n2nnnc2Sc2nc([N+](=O)[O-])nn2C)cc1	0.8	-0.5	26	-0.5	0	-12	-1	0.9	-7	0.7
Cc1ccc(NC(=O)c2ccc(Cn3cc([N+](=O)[O-])cn3)cc2)c(C)c1	1	0.9	-9	0.2	2	-7	-4	0.9	-3	-0.1
COc1ccc(NC(=O)Cc2c(SC)c3ccccc3n2Cc2ccccc2)cc1	0.9	1.4	-4	-0.4	-8	-10	0	0.9	-8	0.2
CS(=O)(=O)N1CCN(c2ccccc2NC(=O)c2cccnc2Cl)CC1	1	1.2	0	-0.3	-1	-16	-2	1	/	5.0
Cc1ccc(C)c(CSc2nnc([C@@H](N)C(C)C)o2)c1	1.1	1.5	-3	-0.5	6	-13	-7	1	-15	1.6
COC(=O)c1nc2n(n1)C(c1ccccc1OC)C1=C(CCCC1=O)N2 (centres undefined)	1	-0.8	-5	-0.2	0	-5	-1	0.9	14	-2.7
Cc1c(CCO)sc[n+]1CC(=O)OCCC12CC3CC(CC(C3)C1)C2	1.1	-0.1	-7	-0.3	3	62*	4	1.1	-9	0.1
C(=N\Nc1nc(-c2ccccc2)cs1)/c1ccco1	1	0.2	3	-0.4	-11	-6	7	0.9	6	0.6
O=C(COC(=O)c1cccc(S(=O)(=O)N2CCc3ccccc32)c1)NCc1ccco1	0.9	0.7	-2	-0.1	-7	-8	-6	1	-14	-2.0
Later entries.
SMILES	PMI act hi M6P	RAM inhibit	Lmaj promast	Hsp70 activator	HMGR II inh	TNAP inh no acc	TNAP inh hi DEA	PMI activator	S1P3 antagonist	Redox H2O2 prof
COc1ccc(OC)c(S(=O)(=O)Nc2ccc(O)c3ccccc23)c1	0.9	2.4	100*	-0.2	8	15	3	0.8	-25	0.1
O=C(COC(=O)/C=C/c1ccccc1)Nc1ccccc1Br	0.9	4.8	-3	-0.3	0	-12	2	0.9	0	0.4
CCOc1ccccc1NC(=O)N1CCC(NC(=O)c2ccccc2C)CC1	1	0.3	-3	0.1	1	-10	-7	0.9	/	2.5
CCOC(=O)Cc1csc(SCC(=O)Nc2cccc(C#N)c2)n1	1	0.0	1	-0.2	-8	-11	-1	1	-3	1.5
Cc1ccc(-n2ncc3c(NCCCN4CCOCC4)ncnc32)c(C)c1	0.9	0.6	-2	0.1	3	-17	-6	0.9	-24	-1.9
COc1ccccc1-c1nnc(SCC(=O)O)n1C	1	1.7	-2	-0.5	2	-1	-3	1.1	-15	-0.1
CC(=O)Nc1ccc(C2NC(=S)N(c3ccccc3C(F)(F)F)C(C)=C2C(=O)N2CCOCC2)cc1 (centres undefined)	1	1.1	-4	0.2	1	1	0	1	4	0.0
CC(C)(C)c1ccc(Oc2ccc(NC(=O)C3CC=CCC3C(=O)O)cc2)cc1 (centres undefined)	0.8	4.4	1	-0.4	1	-1	-3	0.9	1	0.2
Cc1ccc(Cn2ccsc2=NC(=O)CCl)cc1	1.2	0.4	46	0.1	0	-18	-4	1.4	9	6.0
COc1ccc(/C=N/NC(=O)CNC(=O)c2ccc(S(=O)(=O)N3CCOCC3)cc2)cc1OC	1	0.9	-8	-0.2	2	-10	-3	1	-4	-0.4
C=CCc1ccccc1OCC(O)CN1CCN(C(=O)OCC)CC1 (centres undefined)	1.2	0.1	68*	-0.1	0	-6	-3	1.1	-4	0.2
Cc1nc2ccccc2c(=O)n1CCN1CCOCC1	1.1	0.9	-1	0.1	-4	-4	-2	1.1	/	0.9
CCOc1ccc(-n2cc(C(=O)NCc3ccco3)c3cc(OC)c(OC)cc3c2=O)cc1	1	4.5	0	0.1	-1	-6	-6	1	-2	1.9

Record cards, from the list above.
Results for COc1ccccc1-c1nnc(SCC(=O)O)n1C = PMI act hi M6P: 1; RAM inhibit: 1.7; Lmaj promast: -2; Hsp70 activator: -0.5; HMGR II inh: 2; TNAP inh no acc: -1; TNAP inh hi DEA: -3; PMI activator: 1.1; S1P3 antagonist: -15; Redox H2O2 prof: -0.1
Results for Cc1ccc(Cn2ccsc2=NC(=O)CCl)cc1 = PMI act hi M6P: 1.2; RAM inhibit: 0.4; Lmaj promast: 46; Hsp70 activator: 0.1; HMGR II inh: 0; TNAP inh no acc: -18; TNAP inh hi DEA: -4; PMI activator: 1.4; S1P3 antagonist: 9; Redox H2O2 prof: 6.0
